NCOA2 inhibitor – inhibits human steroid receptor coactivator 2 | Q15596 | AID 651957 | actives 0.17% (n = 370,000) | inhibition, % at 9 µM | HEK293 GAL4-SRC2 luciferase reporter, luminescence;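 active = inhibition above the mean inhibition of all tested compounds plus 3 SD, set per campaign, cut at about 52% in these data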;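 note: 0% = DMSO treated cells and 100% = cells given Gossypol at 36 µM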
MC4R ag barr – agonists of human melanocortin 4 receptor (MC4R) beta-arrestin; actives 0.98% (n = 360,000); AID 540308; U2OS MC4R beta-arrestin complementation, luminescence; percent of melanotan II response, DMSO zero; activation, % at 8.9 µM;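 active = activation above a per-plate cutoff, the mean activation of sample wells on that plate plus 3 SD, cut at about 8% in these data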
SRC3 inh – inhibitors of human steroid receptor coactivator 3 (SRC3) | Q9Y6Q9 | HEK293 GAL4-SRC3 luciferase reporter, luminescence | inhibition, % at 3.6 µM | actives 0.17% (n = 360,000);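 active = inhibition above a per-campaign cutoff, the mean of all compounds plus 3 SD, cut at about 60% in these data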;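 note: 0% = DMSO-treated cells and 100% = gossypol-treated cells at 36 µM; higher means less SRC3-driven luciferase light from the GAL4 reporter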
Target sequence (Q9Y6Q9 whole entry, looked up, the tested form may be a part): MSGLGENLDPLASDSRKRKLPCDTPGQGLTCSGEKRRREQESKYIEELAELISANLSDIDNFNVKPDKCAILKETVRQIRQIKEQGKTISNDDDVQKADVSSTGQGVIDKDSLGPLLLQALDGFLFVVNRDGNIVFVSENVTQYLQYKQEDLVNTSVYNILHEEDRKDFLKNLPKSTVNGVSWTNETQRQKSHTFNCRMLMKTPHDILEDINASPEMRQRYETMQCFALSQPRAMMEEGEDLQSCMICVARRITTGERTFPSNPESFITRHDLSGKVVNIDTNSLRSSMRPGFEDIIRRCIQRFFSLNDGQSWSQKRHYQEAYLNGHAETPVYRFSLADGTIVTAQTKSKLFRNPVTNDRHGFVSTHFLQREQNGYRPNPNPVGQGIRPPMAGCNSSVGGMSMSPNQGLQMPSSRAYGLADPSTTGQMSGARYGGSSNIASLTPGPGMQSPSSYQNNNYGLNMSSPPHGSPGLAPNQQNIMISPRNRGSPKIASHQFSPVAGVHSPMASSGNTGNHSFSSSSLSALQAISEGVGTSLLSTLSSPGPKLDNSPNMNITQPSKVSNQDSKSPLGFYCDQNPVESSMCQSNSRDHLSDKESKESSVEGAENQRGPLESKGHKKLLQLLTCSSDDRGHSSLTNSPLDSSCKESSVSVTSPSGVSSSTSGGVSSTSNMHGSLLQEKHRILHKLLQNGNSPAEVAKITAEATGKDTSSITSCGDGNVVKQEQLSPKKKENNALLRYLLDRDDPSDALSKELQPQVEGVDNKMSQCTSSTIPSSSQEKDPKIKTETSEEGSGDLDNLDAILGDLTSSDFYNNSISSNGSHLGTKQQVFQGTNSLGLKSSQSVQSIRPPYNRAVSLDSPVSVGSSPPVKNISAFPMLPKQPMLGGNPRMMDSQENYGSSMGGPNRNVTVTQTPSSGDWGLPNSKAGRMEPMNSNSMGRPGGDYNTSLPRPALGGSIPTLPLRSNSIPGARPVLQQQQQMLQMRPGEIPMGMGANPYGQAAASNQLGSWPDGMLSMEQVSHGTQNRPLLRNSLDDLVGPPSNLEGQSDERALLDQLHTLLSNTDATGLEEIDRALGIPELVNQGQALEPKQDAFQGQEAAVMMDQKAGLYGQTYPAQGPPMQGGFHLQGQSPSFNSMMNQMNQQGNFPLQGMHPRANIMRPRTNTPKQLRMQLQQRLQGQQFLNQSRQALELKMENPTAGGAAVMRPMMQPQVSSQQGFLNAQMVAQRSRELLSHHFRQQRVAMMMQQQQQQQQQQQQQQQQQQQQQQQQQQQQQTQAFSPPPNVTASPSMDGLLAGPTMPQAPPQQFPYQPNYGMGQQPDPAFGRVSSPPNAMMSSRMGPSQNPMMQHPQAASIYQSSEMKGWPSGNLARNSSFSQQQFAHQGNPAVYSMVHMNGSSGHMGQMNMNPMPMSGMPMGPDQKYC
NOD2 RIPK2 PPI – blocks binding of human NOD2 to RIPK2 | O43353 | CHO BLA complementation NOD2-RIPK2, CCF4 ratio | inhibition, % at 4.98 µM | actives 0.38% (n = 360,000) | AID 624267; in the data active = inhibition above about 21%;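 note: 0% = vehicle only and 100% = reference blocker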
COUP-TFII inh – blocks human COUP-TFII nuclear receptor; P24468; HEK293T NGFI-A luciferase reporter, luminescence; inhibition, % at 8.6 µM; actives 0.7% (n = 370,000); AID 686940;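 active = inhibition above a per-plate cutoff, mean inhibition of test wells between control levels plus 3 SD, cut at about 38% in these data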;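 note: cells cotransfected with COUP-TFII expression vector driving the NGFI-A reporter; 0% = median of COUP-TF2 test wells and 100% = reporter-only cells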
NCOA1 inh – human NCOA1 inhibition; Q15788; HEK293 GAL4-SRC1 luciferase reporter, luminescence; inhibition, % at 3.6 µM; actives 0.12% (n = 360,000); AID 588354;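 active = inhibition above the campaign mean plus 3 SD, with each screening campaign given its own cutoff, cut at about 60% in these data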;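 note: 0% = DMSO treated cells and 100% = gossypol at 36 µM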
MC4R antag cAMP – human MC4R antagonism in cAMP assay; P32245; MC4R-expressing cells, MTII-stimulated cAMP, LANCE TR-FRET; inhibition, % at 6.5 µM; actives 0.48% (n = 360,000); AID 540295;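 active = inhibition above its plate's cutoff, the mean of tested wells on that plate plus 3 SD, cut at about 29% in these data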;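 note: 0% = Melanotan II alone and 100% = Melanotan II plus saturating MCL0020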
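System: U2OS-MC4R stable cell line; Technique: Eu-cAMP/anti-cAMP TR-FRET, emission 671 nm; Repeats: single well per compound; Also added: Melanotan II; Dosing: one concentration, 6.5 µM nominal; Schedule: 30-min compound, 1-h challenge, 1-h detection, room temperature.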
TLR9-MyD88 inh – blocks human TLR9 binding to MyD88. Q9NR96+Q99836. CHO BLA complementation TLR9-MyD88, CCF4 FRET ratio. inhibition, % at 4.98 µM. actives 0.21% (n = 340,000). AID 504734;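 active = inhibition above the mean over all tested compounds plus 3 SD, cut at about 21% in these data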;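 note: 0% = DMSO only wells and 100% = clavulanate BLA inhibitor control wells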
EBV LMP1 NFkB – Epstein-Barr LMP1 NF-kappaB reporter inhibition; inhibition, % at 12.5 µM; LMP1-induced NF-kappaB luciferase reporter cells, luminescence; actives 0.69% (n = 350,000); AID 504558; in the data active = inhibition above about 41%;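 note: 0% = neutral control wells and 100% = reference inhibitor control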
ABHD5 PLIN5 PPI – inhibitors of human ABHD5-perilipin-5 interaction; Split G. princeps luciferase complementation, luminescence, 4 h; Q00G26+Q8WTS1; actives 0.78% (n = 360,000); inhibition, % at 4 µM;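 active = inhibition above the mean inhibition across every tested compound plus 3 SD, cut at about 22% in these data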;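 note: 0% = DMSO only wells and the 100% control is not disclosed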
NR5A2 inv ag – NR5A2 inverse agonism in reporter assay. O00482. HEK293T StAR-luciferase reporter, LRH-1 transfected, 24 h. inhibition, % at 3.6 µM. actives 0.13% (n = 360,000). AID 602396;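 active = inhibition above the mean inhibition of all tested compounds plus 3 SD, cut at about 73% in these data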;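 note: 0% = DMSO wells and 100% = reporter-only cells lacking LRH-1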
An asterisk follows results filed as active; nt = no result given. These rows are one share of the data; rates above refer to the full screens.

SMILES	NCOA2 inhibitor	MC4R ag barr	SRC3 inh	NOD2 RIPK2 PPI	COUP-TFII inh	NCOA1 inh	MC4R antag cAMP	TLR9-MyD88 inh	EBV LMP1 NFkB	ABHD5 PLIN5 PPI	NR5A2 inv ag
CCC(Sc1nc2ccccc2c(=O)[nH]1)C(=O)Nc1ccc(C(C)=O)cc1 (stereo unspecified)	-52.6	-1.4	-31.4	0.4	-18.3	-66.2	3.2	-6.1	-26.2	0.6	-46.5
CNC(=O)c1[nH]nc2c1CCc1cc(OC)ccc1-2	-21.5	-1.5	-18.3	2.5	-3.9	-32.7	-1.8	-3.0	8.4	0.4	-42.4
CCOC(=O)c1nn(-c2ccccc2F)c2nc(-c3ccco3)c(C#N)c(=O)n12	-9.7	6.3	10.4	-0.5	12.4	-19.3	20.9	-5.6	-8.6	2.6	1.4
CCc1cc(=O)[nH]c(SC/C=C/c2ccccc2)n1	nt	-1.6	3.1	2.7	nt	-11.6	1.9	2.9	4.0	3.0	-2.1
CSc1ccc(CN(C)C(=O)C(Cc2ccccc2)NC(=O)c2ccccc2)cc1 (stereo unspecified)	-4.3	-1.3	2.6	-1.3	19.4	8.2	-0.6	6.1	0.9	5.0	1.4
CCn1c(Cc2ccccc2)nnc1SCC(=O)NC1CC1	-27.4	-0.1	8.1	-11.5	12.4	-9.4	7.8	0.1	-4.2	2.0	-3.0
NC(=S)N/N=C/c1ccccc1O	2.1	-1.8	6.6	-2.5	-21.8	-15.9	-3.4	14.4	1.1	-5.2	6.5
COCC1CCN(Cc2c(C(=O)N3CCc4ccccc4C3)nc3ccc(Cl)cn23)C1 (stereo unspecified)	-22.9	-3.8	-16.1	1.7	-0.9	-12.3	4.7	0.8	6.4	6.8	2.2
COC(=O)[C@]1(C)N[C@H](CN(C)S(=O)(=O)c2ccc(C(F)(F)F)cc2)[C@@H]2C(=O)N(C)C(=O)[C@@H]21	-11.0	-1.4	-5.5	0.2	13.5	-5.9	6.2	7.9	-12.2	14.0	3.6
CCCc1c(C(=O)O)cnn1-c1ccc(Cl)cc1	-31.2	0.5	15.0	-3.4	10.3	-17.8	14.2	-5.2	-1.0	-2.4	1.3
NC(=O)c1ccc(NC(=O)COc2cccc3ccccc23)cc1	9.0	-2.6	-18.1	2.3	9.4	-20.1	3.2	6.2	-2.4	-4.3	-2.4
Nc1ncnc(N2CCOCC2)c1N	6.0	-2.1	17.3	1.8	-4.0	0.1	12.9	-2.5	3.5	0.3	3.9
CN1CCN(C(=O)C2CCN(S(=O)(=O)c3cnc[nH]3)CC2)CC1	-7.8	-0.3	24.9	-6.3	2.9	-1.6	4.9	3.7	-1.8	0.7	2.2
CS(=O)(=O)c1cccc(-c2nnc(NC(=O)C3=COCCO3)o2)c1	-4.5	-0.9	-12.3	0.6	-18.7	-0.2	-0.1	-13.0	1.9	3.7	-7.4
COc1ccc(Nc2ncc(C(=O)N3CCN(Cc4ccccc4)CC3)c3ccccc23)cc1	-23.0	1.8	17.7	10.8	29.5	15.3	4.6	2.2	6.9	7.8	-3.6
CC(C)(C)NC(=O)CCN(/N=C/c1ccncc1)C1=NS(=O)(=O)c2ccccc21	5.9	-1.7	-18.4	-12.3	-1.0	11.9	23.1	-4.0	4.1	-1.8	3.9
COc1c(C)cccc1C(=O)NCCCNC(=O)c1ccc(C)nc1	-9.6	0.1	-1.4	1.0	20.2	7.2	20.5	-14.4	-4.5	-3.7	-7.8
c1ccc(N2CCN(c3nc4ccccc4n4cnnc34)CC2)cc1	3.5	3.6	-16.3	10.2	18.7	5.6	-3.5	5.3	14.5	0.4	-18.3
C=CCSC1=C(C#N)C(c2ccccc2C)CC(=O)N1 (stereo unspecified)	-38.6	-1.8	20.0	-11.7	-10.4	-2.4	0.2	8.1	4.0	-22.6	11.1
CCOc1cc(CNc2ccc(N(C)C)cc2)cc(Br)c1OCC(=O)NC(C)(C)C	-12.0	0.0	5.6	-9.0	1.1	3.6	0.9	11.2	4.1	2.8	15.0
Cc1nc2ccccc2[nH]c1=O	-21.5	-0.2	9.5	-4.8	3.3	10.7	-1.2	-2.9	-12.1	-0.5	2.2
C=CCNC(=S)Nc1ccccc1	0.9	0.7	-9.2	-9.3	-13.1	-19.9	1.8	1.9	-2.9	12.0	24.8
Cn1cc(/C=N/n2cnc3scc(-c4ccc(Cl)cc4)c3c2=O)c2ccccc21	-1.2	-1.3	-1.0	-7.9	-6.3	0.1	-28.1	7.7	12.3	-5.2	-1.3
O=C(CNC(=O)c1ccc(Br)o1)Nc1cccc(-c2cnc3ccccc3n2)c1	-5.6	16.0*	5.2	1.9	-16.5	-14.9	8.6	-11.5	-68.6	-1.1	-16.2
CC(=O)Nc1ccc(NC(=O)COC(=O)c2c3c(nc4ccccc24)CCN(Cc2ccccc2)C3)cc1	9.3	-1.4	12.2	0.8	13.1	-13.6	-18.6	-1.1	0.4	2.3	9.7
SMILES	NCOA2 inhibitor	MC4R ag barr	SRC3 inh	NOD2 RIPK2 PPI	COUP-TFII inh	NCOA1 inh	MC4R antag cAMP	TLR9-MyD88 inh	EBV LMP1 NFkB	ABHD5 PLIN5 PPI	NR5A2 inv ag
O=C(O)COc1ccccc1O	12.1	-0.4	-12.0	-6.3	14.3	12.1	3.9	1.9	28.1	1.8	-6.2
Cc1ccccc1NC(=O)C1c2cccc[n+]2CC(=O)N1c1c(C)cccc1C (stereo unspecified)	-1.9	-2.0	-7.1	-9.4	17.3	0.3	7.3	-5.7	-4.5	-2.4	-4.4
Cc1ccc(S(=O)(=O)N2CCCCC2CCNC(=O)C(=O)NC2CCCC2)cc1 (stereo unspecified)	4.9	-1.6	-12.7	-10.6	15.9	-24.0	12.0	-16.2	2.3	-13.4	1.4
Cc1onc(-c2c(F)cccc2Cl)c1C(=O)c1ccc(F)cc1	5.7	1.2	21.8	-6.6	11.6	5.4	-1.0	nt	nt	5.9	41.3
Cn1c(CNC(=O)CCNC(=O)c2cccc(Br)c2)cc(=O)n(C)c1=O	7.8	-1.2	17.6	-4.1	4.0	-30.4	-5.4	-3.6	10.9	6.0	22.0
CCN(CC)CCCn1c2c(c(SCC(=O)Nc3cccc(C(C)=O)c3)nc1=O)CCC2	-12.1	-1.3	11.3	-10.4	19.3	-6.4	-0.8	0.1	-5.1	3.0	12.5
CC[C@@H](Nc1ncnc2c1oc1ccccc12)C(=O)O	-31.9	0.6	10.1	-8.9	-18.9	3.6	2.1	-6.6	0.1	0.8	-4.2
O=C(C[C@H]1C/C=C\C[C@H](NC(=O)OCC2c3ccccc3-c3ccccc32)C(=O)OC[C@@H]2CCCN2C1=O)N[C@H](CO)Cc1ccccc1	nt	0.3	6.2	2.6	nt	-0.7	-0.6	-2.6	-0.5	-4.9	8.3
CC[C@]12c3[nH]c4ccc(OC)cc4c3CCN1C(=O)C(CC(=O)NCCC1=CCCCC1)C[C@@H]2C(=O)N1CCN(C(=O)C2CC2)CC1 (stereo partly specified)	15.1	-0.2	-7.3	4.3	-4.5	8.0	2.4	-8.5	-1.8	-7.6	-3.9
Cc1ccc(C)c(N2CCN(C(=O)CCc3nc(-c4ccccc4)no3)CC2)c1	6.3	4.7	-43.3	-11.5	-7.0	-15.3	-1.1	-7.1	-7.6	-8.0	-5.0
CC(C)c1ccc2oc(=O)cc(CN3CCOCC3)c2c1	-2.2	0.3	-5.9	-9.6	-1.0	-5.3	4.4	-13.7	-1.7	2.1	-3.6
C/C(=N/NS(=O)(=O)c1ccc(F)cc1)c1ccc(NC(=O)c2ccc(C)o2)cc1	-69.0	-1.6	-45.3	1.3	-39.4	-84.5	4.5	0.2	-11.1	-7.3	-114.5
Cc1ccc(CC(=O)O/N=C(\N)c2cccc([N+](=O)[O-])c2)cc1	-9.8	-3.5	5.7	8.4	1.9	-13.5	4.2	-2.6	-7.0	-0.6	18.1
CN(Cc1ccco1)C(=O)C1CCCN(c2ncnc3c2nc2n3CCCCC2)C1 (stereo unspecified)	-10.0	-1.5	-32.0	-1.5	17.2	6.5	-2.7	-5.0	-2.1	-5.0	8.7
CC(=O)N1CCN(S(=O)(=O)c2cccc(C(=O)NCCc3ccc(Cl)cc3)c2)CC1	-1.7	-1.8	17.3	-1.0	-7.7	-14.5	5.1	8.3	-0.7	2.3	-2.1
Cc1ccc2nc(NC(=O)c3ccccn3)sc2c1	27.9	-2.6	12.0	1.2	58.2*	-6.3	26.8	17.6	81.5*	-6.1	-7.4
CNS(=O)(=O)c1cccc(C(=O)NCC(c2cccs2)N2CCOCC2)c1 (stereo unspecified)	-24.8	-2.3	-2.7	3.2	1.9	-0.2	0.0	1.9	2.6	-4.2	8.5
CC(Sc1ccc2c(c1)OCCO2)C(=O)Nc1ncc(Cl)cc1Cl (stereo unspecified)	-19.6	-1.4	4.9	-1.9	20.9	-20.6	8.7	-0.5	6.9	-3.9	5.7
COc1cc(OC)cc(C(=O)Nc2ccc3c(c2)COC3=O)c1	-25.2	-2.2	-22.0	-9.6	-40.8	-11.1	8.9	-16.4	-3.1	-3.8	1.8
Cc1ccc(CN2CCCC2(C)C(=O)NC(C)C)cc1 (stereo unspecified)	17.2	-0.6	5.5	8.7	-14.0	12.2	-0.3	nt	nt	-7.7	2.2
COc1cc(S(=O)(=O)NCCN2CCOCC2)ccc1-n1cnnn1	-6.6	0.3	-15.1	-0.1	-8.7	7.4	-2.4	-6.1	1.6	3.8	11.0
O=C(CNC(=O)c1cccc(Br)c1)N/N=C/c1cc(Br)cc(Br)c1O	-22.0	-1.0	17.2	11.9	-2.4	-1.4	-2.6	-0.3	6.4	-7.3	-11.5
COC(=O)c1sc(NC(=O)COc2cccc(C)c2)nc1C	13.7	-2.5	-3.0	-4.3	-0.9	-19.1	0.7	-4.4	-10.0	-4.9	-3.8
O=C(c1ccoc1)N1CCC2(CC1)Oc1ccc(F)cc1C(=O)C21CC(c2cccnc2)=NO1 (stereo unspecified)	7.9	-1.1	7.5	0.8	22.8	-2.5	13.5	4.1	-1.6	10.8	18.4
CSc1ccc(Cl)c(C(=O)OCC(=O)N2CCOCC2)c1	3.1	0.4	12.1	0.5	2.0	12.3	5.5	-5.9	11.2	-2.2	-1.6
CCOc1ccccc1-n1nnnc1SCC(=O)OC	-9.8	-1.0	14.2	-1.7	12.8	-16.1	-0.7	-1.8	-3.2	-5.0	-1.1
CN(C(=O)C1CCC(=O)N(CCc2ccc(Cl)cc2)C1)C1CCOCC1 (stereo unspecified)	2.2	-2.3	-1.0	-5.4	2.0	-4.6	1.2	-1.1	-6.5	-3.8	6.2

3 entries out of the list above, arranged by the value under SRC3 inh, rising.
molecule,SRC3 inh
Cc1ccccc1NC(=O)C1c2cccc[n+]2CC(=O)N1c1c(C)cccc1C (stereo unspecified),-7.1
CC(C)c1ccc2oc(=O)cc(CN3CCOCC3)c2c1,-5.9
Cn1c(CNC(=O)CCNC(=O)c2cccc(Br)c2)cc(=O)n(C)c1=O,17.6

Source: PubChem BioAssay (several laboratories)
